Compound activity from PubChem.
ABCB6 inh MLPCN: inhibitors of human ABC transporter ABCB6; AID 602162; fluorescence ratio to DMSO, % at 10 µM; K562-ABCB6 porphyrin accumulation, flow cytometry, 1 h; stronger effect = lower value; 0.19% of 360,000 active; Q9NP58;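 active = fluorescence ratio to DMSO below 75%, the collection mean minus 3 SD; inconclusive = too few cells collected in the well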;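 also: signal is porphyrin accumulated inside mitochondria; 100% equals median channel fluorescence of DMSO control wells; lower ratio means ABCB6 inhibition with less porphyrin fluorescence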
HTR2A ag: activates the mouse 5-HT2A serotonin receptor. P35363. CHO-K1 mHTR2A beta-arrestin complementation, luminescence; percent of 30 µM serotonin response. activation, % at 7.6 µM. 0.66% of 360,000 active. AID 624169;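 active = activation above a run cutoff, the mean activation of all tested compounds plus 3 SD, cut at about 14% in these data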;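 also: 0% = plate median of compound wells and 100% = 30 µM serotonin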
Target sequence (P35363 whole entry, looked up): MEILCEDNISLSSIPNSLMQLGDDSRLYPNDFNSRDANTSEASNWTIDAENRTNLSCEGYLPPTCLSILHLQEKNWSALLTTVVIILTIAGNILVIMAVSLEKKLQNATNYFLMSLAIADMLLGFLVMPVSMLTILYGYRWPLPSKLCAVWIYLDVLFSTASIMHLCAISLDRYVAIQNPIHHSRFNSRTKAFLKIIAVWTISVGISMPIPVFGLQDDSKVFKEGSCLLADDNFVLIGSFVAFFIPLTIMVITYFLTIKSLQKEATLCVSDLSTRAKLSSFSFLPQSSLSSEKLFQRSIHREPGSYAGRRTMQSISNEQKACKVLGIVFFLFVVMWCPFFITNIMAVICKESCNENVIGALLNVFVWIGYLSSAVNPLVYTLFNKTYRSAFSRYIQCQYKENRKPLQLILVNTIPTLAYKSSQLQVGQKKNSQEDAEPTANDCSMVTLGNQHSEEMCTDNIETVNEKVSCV
PDI inh: PDI (human) enzyme inhibition. P07237. inhibition, % at 10 µM. AID 588391. PDI insulin aggregation turbidity, A650, 90 min. 0.052% of 350,000 active;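 active = mean inhibition across replicates of 30% or more, whatever share of single replicates reach that level; inconclusive = mean inhibition below 30% while every single replicate reaches 30%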;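 also: absorbance from insulin aggregation driven by PDI reduction with DTT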
Target sequence (P07237 whole entry, looked up): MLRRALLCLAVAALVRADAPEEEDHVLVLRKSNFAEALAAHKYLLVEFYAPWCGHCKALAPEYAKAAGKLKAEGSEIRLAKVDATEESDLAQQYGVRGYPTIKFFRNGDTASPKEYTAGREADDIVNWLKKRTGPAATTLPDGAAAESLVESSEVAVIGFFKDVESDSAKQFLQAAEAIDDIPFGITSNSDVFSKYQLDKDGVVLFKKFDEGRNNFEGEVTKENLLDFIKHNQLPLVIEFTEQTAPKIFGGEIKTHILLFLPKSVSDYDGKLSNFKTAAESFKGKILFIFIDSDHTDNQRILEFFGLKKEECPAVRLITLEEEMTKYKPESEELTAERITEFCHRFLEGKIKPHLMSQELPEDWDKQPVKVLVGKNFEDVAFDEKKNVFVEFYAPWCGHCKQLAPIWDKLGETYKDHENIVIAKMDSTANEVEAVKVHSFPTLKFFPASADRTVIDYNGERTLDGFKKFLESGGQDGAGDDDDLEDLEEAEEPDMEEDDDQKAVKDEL
H9c2 protect: modulators protecting cardiomyocytes from myocardial damage. AID 588492. H9c2 cardiomyocytes, H2O2 injury protection, ATPLite, 2 h. protection from H2O2 cell death, % at 20 µM. 0.63% of 360,000 active;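 active = compounds giving at least 50% protection of heart cells from peroxide-induced death in the single-dose screen, raw or plate-pattern-corrected value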;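 also: 0% = DMSO wells with peroxide and 100% = DMSO wells without peroxide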
Exocytosis inh: blocks lytic granule exocytosis | TALL-104 LAMP-1 surface exposure, flow cytometry; cells stimulated with thapsigargin and PMA | inhibition, % at 10 µM | 0.66% of 360,000 active | AID 651702;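 active = inhibition above about 55%, limit read from the data; inconclusive = no clear call, values can overlap the other calls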
Vif inh: HIV Vif inhibition; AID 602346; 0.35% of 340,000 active; inhibition, % at 7.49 µM; HEK293T cells, Vif self-association by quenched fluorescence, imaging, 24 h; in the data active = inhibition above about 50%, passing the limit was not always enough; inconclusive = no clear call, values can overlap the other calls; inactive = below about 31%; also: some results filed as inactive read as strong as hits
hiPSC survival: enhancers of human iPSC single-cell survival | AID 602274 | hiPSC single-cell survival, ATPlite luminescence; 100% = ROCK inhibitor wells, 0% = DMSO | 0.044% of 360,000 active | survival enhancement, % at 20 µM; in the data active = survival enhancement above about 18%;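 also: cells exposed to compounds for 16 hours before the ATP read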
aDG glyco up: alpha-DG glycosylation activation | 0.22% of 360,000 active | activation, % at 10 µM | AID 624168 | Pro5-aDG cells, alpha-DG glycosylation AlphaScreen (IIH6); 0% Pro5, 100% B10-LARGE cell signal;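 active = activation of at least 8% versus controls, or a plate z-score of at least 8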;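 also: Pro5 are CHO cells carrying HIG-tagged alpha-DG that lacks glycosylation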
N-glyco inh: blocks N-linked glycosylation in D54 reporter cells; D54 ERlucT glycosylation luciferase reporter, 24 h; percent of 100 nM tunicamycin response; reporter increase, % at 12.5 µM; 0.23% of 360,000 active; AID 588692;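 active = mean luciferase reporter signal, scaled so untreated is 0 and the glycosylation-blocking control 100, at or above a set limit in every replicate; inconclusive = mean reaches the limit but not every replicate does; inactive = mean below the limit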;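 also: luciferase carries N-glycosylation sites so blocking glycosylation raises the light; 0% = median of neutral control wells and 100% = median of 100 nM tunicamycin wells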
CaV13 ICDI inh: Primary screen for inhibitors of IQ motif and Ca2+-dependent inactivation inhibitor domain binding in CACNA1D, Förster resonance energy transfer in living cells, …. HEK cells, CFP/YFP FRET ICDI-IQ, plate reader, 10 min; percent FRET-ratio fall versus neutral wells. inhibition, % at 12.3 µM. 0.098% of 340,000 active;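 active = mean replicate inhibition of at least 30% and at least 1% of replicates passing that level; inconclusive = only one of the two criteria is met; inactive = neither criterion is met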;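 also: 0% = median of the neutral control wells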
Active calls of the source: *; ? = inconclusive; / = not tested or not shown. Random draw from the library (roughly 3.1% active in at least one column).

nr	SMILES	ABCB6 inh MLPCN	PDI inh	N-glyco inh	aDG glyco up	hiPSC survival	H9c2 protect	HTR2A ag	CaV13 ICDI inh	Exocytosis inh	Vif inh
1	O=C(O)C1CCC(CNCc2ccncc2)CC1 (centres undefined)	92	13	1	0.0	2.9	2	-5	-4	0	12
2	CC(=O)c1ccc(OCCNS(=O)(=O)c2ccc(-n3cnnn3)cc2)cc1	104	5	-1	0.1	-0.2	-6	-2	-17	-2	-7
3	Cc1ccc(C(CC(=O)O)NC(=O)CCNC(=O)c2ccco2)cc1 (centres undefined)	99	-7	1	0.3	0.4	-1	-2	-7	7	-1
4	O=C(NC(C1CC1)C1CC1)C1CCC(=O)N(CCCN2CCCC2=O)C1 (centres undefined)	100	7	0	0.0	-0.4	-4	10	-4	-6	-5
5	CC1CCN(S(=O)(=O)c2ccccc2[N+](=O)[O-])CC1	101	-9	2	-0.1	2.0	-8	0	-3	-2	-8
6	O=C(COC(=O)CC(NC(=O)c1ccccc1Cl)c1ccccc1)Nc1cccc(F)c1 (centres undefined)	102	2	1	0.1	-0.2	-1	-1	-13	-1	4
7	Cc1ccc(C)c(N2CCN(c3ncnc4c3cnn4-c3ccccc3)CC2)c1	96	1	-10	0.2	-2.2	-8	-2	-6	2	-5
8	C=CCOC(=O)C1CC=CCC1C(=O)Oc1ccc(F)cc1F (centres undefined)	101	-1	0	0.1	-0.7	-2	9	-9	0	7
9	COc1cccc(N2CCN(C(=S)Nc3ccccc3)CC2)c1	98	5	-1	0.1	-0.5	6	14	-21	-3	-3
10	O=C1/C(=C\c2ccc3ccccc3c2)CCCc2ccccc21	96	4	4	-0.1	-2.7	-12	0	-9	2	3
11	COc1ccc(C=C(NC(=O)c2ccccc2)C(=O)O)cc1OC	101	0	1	0.4	2.3	1	-1	-5	-7	2
12	COc1ccc(CCC(=O)NNC(=O)Nc2ccc(C(C)C)cc2)cc1	97	7	-2	-0.2	-0.4	-3	-4	-5	0	17
13	O=C1CCCC2=C1C(c1ccc3c(c1)OCO3)c1c([nH]n(-c3ccccc3)c1=O)N2 (centres undefined)	99	0	2	-0.3	2.8	1	-4	-6	-6	-11
14	CC(C)(C)OC(=O)N1CCC(NC(=O)c2ncn(Cc3ccccc3)c2C(=O)NC2CCN(C(=O)OC(C)(C)C)CC2)CC1	92	-6	2	0.3	-0.3	-12	-2	-4	0	5
15	COc1ccc(NC(=O)C2Cc3ccccc3CN2C(=O)c2ccco2)cc1 (centres undefined)	100	-13	-2	0.0	-0.7	0	7	-7	4	5
16	COc1ccc(-c2c(-c3ccccc3OC)sc3ccccc23)cc1	106	0	-2	-0.2	5.1	0	-5	-9	-7	-5
17	COc1ccc(NC(=O)c2nnn(Cc3ccc(SC)cc3)c2N)c(OC)c1	96	/	0	0.0	-0.1	-20	1	-5	3	38
18	COc1ccc(Cl)cc1NC(=O)C/C(C)=N/NC(=O)c1ccccc1Cl	102	-6	1	-0.1	-0.1	9	8	-3	-2	0
19	Cc1ccc(S(=O)(=O)NC[C@H]2O[C@@H](n3cnc4c(N)ncnc43)[C@H](O)[C@@H]2O)cc1	97	/	-1	-0.1	0.2	5	-3	-5	2	3
20	O=C(COC(=O)/C=C/C(=O)N1CCN(c2ccccc2)CC1)NC(c1ccccc1)c1ccccc1	101	4	-3	-0.1	-1.2	3	-4	2	0	-6
21	Cc1ccc(C)c2c1N(Cc1ccccc1)C(=O)C21OCCO1	94	-1	-3	0.3	1.4	-7	-2	-3	0	-5
22	C/C(=N/NC(=O)c1cc(-c2ccc(Cl)s2)[nH]n1)c1ccco1	93	1	0	-0.1	0.2	-4	1	-4	4	1
23	O=C(CN1C(=O)c2cccc([N+](=O)[O-])c2C1=O)NCc1ccccc1	101	3	1	0.1	-0.6	6	-4	-5	6	4
24	Cc1cc(=O)[nH]c(SCC(N)=O)c1C#N	108	0	0	0.0	4.6	7	8	0	-2	31
25	Cc1cc(C)nc(Nc2n[nH]c(-c3ccccc3Cl)n2)n1	92	-2	4	-0.4	-2.8	-12	2	6	1	-5
26	Cc1ccccc1C(=O)NC(=S)N(CCO)Cc1ccccc1	96	4	2	0.1	-0.5	0	6	-5	-4	-3
27	CC(C)(C)c1ccc(C(=O)NC(=O)COC(=O)c2ccc(Br)o2)cc1	98	-5	-3	-0.2	0.5	-5	-4	-2	-1	27
28	Cc1ccc(C2C(=O)N(C3CCCC3)CC(=O)N2C2CCCCC2)cc1 (centres undefined)	101	-1	-2	0.3	-1.7	6	-2	-5	-2	-4
29	Nc1nnnn1CC(=O)N/N=C/c1cc([N+](=O)[O-])ccc1O	111	2	2	-0.2	-1.0	-2	-12	-7	0	3
30	O=C1CN(C(=O)c2ccccc2Cl)c2ccccc2N1	100	-4	2	0.0	1.0	9	1	4	-7	10
31	O=S(=O)(Nc1ccc(-n2cccc2)cc1)c1ccccc1	96	3	-1	-0.1	-1.8	11	-5	-6	3	5
32	Cc1ccc(NC(=O)Nn2cnnc2)c(C)c1	100	-6	2	-0.1	-0.1	5	-1	-6	1	-2
33	COc1ccc(-c2nc(N)n(C(=O)c3ccc(C)cc3)n2)cc1	103	-1	2	-0.1	8.3	-2	5	-3	-1	5
34	CN(C)CCCNC(=O)c1cccc(-c2ccc3nccn3c2)c1	97	1	2	-0.1	-1.6	5	4	-4	0	-7
35	CCOc1ccc2[nH]c(=O)c(CN(CCN3CCCC3)C(=S)Nc3ccccc3OCC)cc2c1	99	0	-6	0.5	-2.3	7	0	-4	0	-10
36	COCCN(C(=O)COC(=O)C(C)(C)Oc1ccc(Cl)cc1)c1c(N)n(Cc2ccccc2)c(=O)[nH]c1=O	94	-3	2	-0.3	0.2	3	2	-6	8	13
37	CCN1CCN(S(=O)(=O)c2ccc(Cl)c(C(=O)N(C)Cc3ccc(F)cc3)c2)CC1	96	2	-2	0.3	-0.5	-6	-6	-5	0	12
38	Cc1cc(C)c(S(=O)(=O)n2c([N+](=O)[O-])cnc2C)c(C)c1	97	-3	5	0.0	5.9	0	3	-14	1	3
39	Cc1c(N2C(=O)c3cccc4cccc(c34)C2=O)cnn1C	100	-2	2	-0.2	-0.5	25	4	1	-4	-8
40	S=c1[nH]nc(C2CCCCC2)n1/N=C/c1ccccc1	103	6	1	0.0	0.2	-4	-1	-5	-10	-12
41	CCOCCCNC(=O)c1ccc(Br)cc1	92	5	2	-0.1	-1.7	-5	7	-5	1	/
42	CO/N=C/CC(=O)Nc1ccc(F)cc1F	99	11	1	-0.2	0.5	4	4	-8	3	23
43	O=C(O)C1C2CCC(O2)C1C(=O)NCc1ccc(Cl)cc1 (centres undefined)	98	13	2	0.1	-0.9	19	2	-3	2	-6
44	Oc1ccc(Br)cc1/C=N/n1cnc2ccccc21	95	4	-1	-0.3	4.0	-14	-2	-8	-2	/
45	COc1ccc(NC(=O)CC2CCCCC2)cc1OC	102	-17	0	-0.1	-0.2	8	7	-5	3	11
46	Cc1ccc(NC(=O)CN(C)CC(=O)Nc2ccccc2Oc2ccccc2)cc1	91	3	3	0.1	0.5	-12	-4	3	-1	2
47	COc1cc(Br)c(-c2sc(Nc3ccccc3)n[n+]2-c2ccc(F)cc2)cc1OC	96	-8	5	0.5	-1.2	-6	1	-12	-4	17
48	CCCCN1C(=O)C(CC(=O)NCCCN(C)C)CC(C(=O)N2CCCCCC2)=C1C (centres undefined)	103	/	/	0.4	-1.8	/	0	-11	-16	/
49	O=C(Nc1cccc(-c2nc3ccccc3o2)c1)c1ccc(N2C(=O)C3C4C=CC(C4)C3C2=O)cc1 (centres undefined)	96	-3	-6	-0.1	-3.0	22	4	/	?	9
50	CCc1ccnc(NS(=O)(=O)c2ccc3c(c2)CCO3)c1	99	4	0	0.8	-0.5	7	6	-5	-1	0
51	O=C(CCCN1C(=O)CCC1=O)Nc1cccc(C(F)(F)F)c1	97	10	1	-0.1	-2.0	4	4	-7	-3	-11
52	COc1ccc(CNc2ccc(S(=O)(=O)N3CCN(C)CC3)cn2)cc1OC	100	-4	0	0.3	-0.2	0	-4	-7	4	-10
53	c1ccc(Nc2nc(-c3ccccc3)nc3ccccc23)cc1	101	5	-3	0.0	-0.1	-9	0	-3	-17	7
54	O=C(Nc1ccc(Br)cc1)Nc1ccccc1F	88	16	-7	0.0	-2.5	-16	0	-5	-1	-11
55	CSc1ccc(C(=O)C2CCCN(Cc3ccc(N4CCNC4=O)cc3)C2)cc1 (centres undefined)	96	-2	-1	0.5	-0.4	-2	-6	-2	-1	0
56	Cc1ccc(SCC(=O)Nc2ccc(S(=O)(=O)Nc3nccs3)cc2)cc1	106	7	0	-0.1	-0.8	1	4	-5	2	2
57	CN(C(=O)c1cccc(NC(=O)Cc2ccc(NC(=O)C3CCN(C(=O)CCc4ccccc4)CC3)cc2)c1)C1CCC1	98	8	0	-0.1	2.3	-23	-7	-11	0	-5
58	CSCCC(NC(=O)CCC(=O)OCC(=O)[C@@]1(O)CCC2[C@@H]3CCC4=CC(=O)C=C[C@]4(C)C3[C@@H](O)C[C@@]21C)C(=O)O (some centres undefined)	96	11	1	-0.1	-0.4	1	1	-2	-4	/
59	COc1ccc(-c2cc3nc(C)cc(N4CCN(C(=O)c5cccnc5)CC4)n3n2)cc1	99	-4	-2	0.0	-1.1	7	2	-5	-6	-2
60	O=C(CCNC(=O)c1ccccc1)OCN1C(=O)c2ccccc2C1=O	95	-1	2	0.4	0.7	4	6	/	1	/

(next part)
nr	SMILES	ABCB6 inh MLPCN	PDI inh	N-glyco inh	aDG glyco up	hiPSC survival	H9c2 protect	HTR2A ag	CaV13 ICDI inh	Exocytosis inh	Vif inh
61	COc1ccc2oc(=N)c(C(=O)NCc3ccccc3)cc2c1	98	7	4	0.0	-0.2	0	-6	-1	6	-6
62	Cc1ccc(S(=O)(=O)NC2OC(=O)C(Cl)=C2Cl)cc1 (centres undefined)	94	-8	2	-0.1	-2.1	8	5	-4	-2	39
63	CC1(C)C=C(c2ccc(O)cc2)CC(C)(C)N1	97	-3	3	0.0	0.1	2	0	-7	0	10
64	O=c1nc2onnc2c(C=NO)[nH]1	96	5	4	-0.3	4.0	5	2	-7	-1	0
65	O=C(Nc1ccc(OC(=O)c2ccco2)cc1)c1ccco1	107	-11	2	0.5	-2.3	-7	4	-5	13	11
66	COc1ccc(CN2CCC(C(=O)c3cccc(Cl)c3)CC2)cc1	95	4	3	-0.1	-0.4	-7	1	-3	2	-1
67	O=[N+]([O-])c1cc(Br)ccc1NS(=O)(=O)c1ccccc1	98	-3	3	0.1	-2.6	-6	7	-5	-10	-7
68	COc1ccc(-c2cn3cc(C(=O)NN)ccc3n2)cc1	95	0	3	-0.1	-0.5	-18	-4	-2	-2	-1
69	O=C(NCC1CCCO1)c1cccc(S(=O)(=O)N2CCOCC2)c1 (centres undefined)	99	-3	1	0.0	-0.4	-5	5	-5	-3	-8
70	CN(C)C(=O)c1cccc(-c2cnc3c(NC=O)cc(-c4cc(F)c(F)c(F)c4)cn23)c1	86	3	-3	0.0	0.0	-2	-1	-5	7	-4
